# Source: PubChem (several laboratories)
# Calpain2 inh: inhibitors of pig calpain II | 220,000 tested, 0.37% active | purified calpain II, fluorogenic peptide substrate, 30 min | inhibition, % at 16 µM;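 active = inhibition above about 50%, limit read from the data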
# Runt-SMMHC FRET: Runt domain-CBFb-SMMHC interaction inhibition; Q01196+Q13951; Cerulean-Runt/Venus-CBFb-SMMHC FRET ratio 530/480, 1 h; inhibition, % at 20 µM; 220,000 tested, 0.74% active;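 active = mean inhibition across duplicate retests at 20 µM reaching about 50%, limit read from the data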;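 also: 0% = DMSO wells and 100% = wells with excess untagged CBFb-SMMHC; inhibitors lower the FRET ratio by blocking Runt binding to CBFb-SMMHC; some results filed as inactive read as strong as hits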
# Furin inh: inhibitors of human furin; purified furin, fluorogenic substrate cleavage; P09958; 220,000 tested, 0.061% active; inhibition, % at 30 µM; in the data active = inhibition above about 25%; also: inactives centre near -15
# EBV gp42 block: EBV gp42 inhibition | Fluorescence polarization binding assay, mP read-out | inhibition, % (tested at 21.74 µM) | 220,000 tested, 0.42% active | AID 1085; in the data active = inhibition above about 50%
# RBBP9 inhibitor: inhibitors of human serine hydrolase RBBP9. recombinant RBBP9, FP-Rh probe fluorescence polarization. inhibition, % at 7.94 µM. 220,000 tested, 0.2% active. O75884. AID 1515;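 active = inhibition above the campaign mean of all tested compounds plus 3 SD, cut at about 14% in these data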;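 also: plate controls were DMSO wells with RBBP9 for no effect and wells lacking RBBP9 protein for full effect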
# Target sequence (O75884 whole entry, looked up): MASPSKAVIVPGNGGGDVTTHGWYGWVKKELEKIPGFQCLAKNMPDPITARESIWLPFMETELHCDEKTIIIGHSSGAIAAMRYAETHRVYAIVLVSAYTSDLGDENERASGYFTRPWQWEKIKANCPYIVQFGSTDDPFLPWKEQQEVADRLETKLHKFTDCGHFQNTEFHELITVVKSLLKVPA
#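 Controls: DMSO-treated enzyme wells and wells lacking RBBP9 | Material: RBBP9 protein | Technique: Fluorescence polarization | Replication: Single well per compound, no replicates | Buffer or medium: Tris-NaCl-Pluronic buffer, pH 8.0 | Timing: 30 min compound preincubation, 45 min probe labeling, 25 °C | Read-out basis: Percent inhibition from mP, scaled between DMSO and no-protein wells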
# p97 ATPase inh: blocks human p97 ATPase activity; inhibition, % at 8 µM; 220,000 tested, 0.42% active; recombinant p97 ATPase, Kinase-Glo ATP luminescence, 3 h; in the data active = inhibition above about 15%;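 also: 0% = DMSO vehicle and 100% = wells lacking enzyme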
# Target sequence (P55072 whole entry, looked up): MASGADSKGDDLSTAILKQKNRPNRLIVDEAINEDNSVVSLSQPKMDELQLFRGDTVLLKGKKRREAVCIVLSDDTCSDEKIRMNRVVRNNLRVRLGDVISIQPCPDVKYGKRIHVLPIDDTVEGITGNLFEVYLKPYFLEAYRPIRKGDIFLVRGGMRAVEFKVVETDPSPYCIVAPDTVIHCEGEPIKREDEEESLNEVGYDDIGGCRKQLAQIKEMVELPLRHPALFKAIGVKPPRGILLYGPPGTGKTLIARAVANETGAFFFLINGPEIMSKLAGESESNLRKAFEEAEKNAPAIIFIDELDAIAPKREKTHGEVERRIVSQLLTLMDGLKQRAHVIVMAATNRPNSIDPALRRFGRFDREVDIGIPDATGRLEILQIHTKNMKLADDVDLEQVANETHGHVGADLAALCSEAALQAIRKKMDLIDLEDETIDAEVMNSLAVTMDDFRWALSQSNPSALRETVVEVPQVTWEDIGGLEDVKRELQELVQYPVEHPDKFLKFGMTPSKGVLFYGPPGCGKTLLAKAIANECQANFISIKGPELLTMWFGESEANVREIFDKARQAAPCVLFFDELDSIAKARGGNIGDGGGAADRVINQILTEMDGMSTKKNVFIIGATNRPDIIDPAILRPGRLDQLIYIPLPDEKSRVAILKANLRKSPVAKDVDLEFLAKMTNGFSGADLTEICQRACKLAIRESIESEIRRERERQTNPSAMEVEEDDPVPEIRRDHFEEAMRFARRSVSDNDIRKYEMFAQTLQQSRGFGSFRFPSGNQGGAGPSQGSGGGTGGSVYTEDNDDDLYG
# Tb hexokinase: T. brucei hexokinase 1 inhibition; 220,000 tested, 0.11% active; recombinant TbHK1, G6PDH-coupled NADH A340; inhibition, % at 10 µM;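 active = inhibition of 50% or more in the single-dose primary screen; inactive = inhibition below 50%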
# NCF1 inh: blocks human p47phox regulatory protein of NADPH oxidases | P14598 | p47phox/p22phox peptide binding, fluorescence polarization, 2 h | inhibition, % at 24.7 µM | 220,000 tested, 0.53% active | AID 1274;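 active = inhibition above about 30%, limit read from the data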;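 also: 0% = p47phox with labelled peptide and 100% = labelled peptide alone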
# Runt-CBFb FRET: Runt domain-CBFb interaction inhibition; Q01196+Q13951; inhibition, % at 20 µM; 220,000 tested, 0.46% active; Cerulean-Runt/Venus-CBFb FRET ratio 530/480, 1 h;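 active = inhibition over about 50% at 20 µM in the single-dose screen, limit read from the data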;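 also: 0% = DMSO wells and 100% = excess unlabeled CBFb competitor control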
#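 Assay system: Cerulean-tagged RUNX1 Runt domain (FRET donor) fusion protein / Amount: 100 nM each of Venus-CBFb and Cerulean-Runt domain / Medium: Tris buffer pH 7.5 with salts and BSA / Also added: Venus-CBFb 100 nM / Schedule: 1 h complex formation plus 1 h compound treatment, room temperature / Signal: FRET fluorescence / Read-out: loss of energy transfer signal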
# An asterisk follows results filed as active; i = inactive; x = no result given; [ ] = dose if it differs, or a comment. Compounds were not picked by outcome; about 2.7% have a hit in one of these screens.
# The opening 5 entries, to show the layout:
SMILES,Calpain2 inh,Runt-SMMHC FRET,Furin inh,EBV gp42 block,RBBP9 inhibitor,p97 ATPase inh,Tb hexokinase,NCF1 inh,Runt-CBFb FRET
COC(=O)c1cc(=O)n(-c2c(Cl)cc(C(F)(F)F)cc2Cl)[nH]1,22.4,-2.0,-11.2,11.4,-5.7,-2.3,-9.4,2.1,2.1
Cn1c(-c2ccccc2[N+](=O)[O-])[n+](C)c2ccccc21,-7.6,2.8,-21.3,-5.0,-10.7,0.2,-5.6,-8.6,2.5
COCCNC(=O)c1onc(CSc2cc(C)ccc2C)c1C(=O)O,20.2,0.2,-12.2[20 µM],-14.3,4.6,1.5,3.4,-4.5,-0.4
O=c1[nH]c(C2CCCN(S(=O)(=O)c3ccc(F)cc3)C2)nc2c1nnn2Cc1ccccc1 (stereo not drawn),-130.0,-6.1,-26.4,18.0,-11.5,-6.1,1.2,-8.5,-2.4
Fc1ccc2nc(Nc3ccccc3)sc2c1,-8.2,2.5,-26.1,3.9,-1.1,-1.3,-3.4,-12.5,0.7

# The whole of this part, previewed entries included:
SMILES,Calpain2 inh,Runt-SMMHC FRET,Furin inh,EBV gp42 block,RBBP9 inhibitor,p97 ATPase inh,Tb hexokinase,NCF1 inh,Runt-CBFb FRET
COC(=O)c1cc(=O)n(-c2c(Cl)cc(C(F)(F)F)cc2Cl)[nH]1,22.4,-2.0,-11.2,11.4,-5.7,-2.3,-9.4,2.1,2.1
Cn1c(-c2ccccc2[N+](=O)[O-])[n+](C)c2ccccc21,-7.6,2.8,-21.3,-5.0,-10.7,0.2,-5.6,-8.6,2.5
COCCNC(=O)c1onc(CSc2cc(C)ccc2C)c1C(=O)O,20.2,0.2,-12.2[20 µM],-14.3,4.6,1.5,3.4,-4.5,-0.4
O=c1[nH]c(C2CCCN(S(=O)(=O)c3ccc(F)cc3)C2)nc2c1nnn2Cc1ccccc1 (stereo not drawn),-130.0,-6.1,-26.4,18.0,-11.5,-6.1,1.2,-8.5,-2.4
Fc1ccc2nc(Nc3ccccc3)sc2c1,-8.2,2.5,-26.1,3.9,-1.1,-1.3,-3.4,-12.5,0.7
COc1ccccc1Nc1nc(N)nc(CSC(=S)N2CCC(C)CC2)n1,-1.5,3.6,-19.0,3.8,-1.8,-2.5,-7.4,-2.4,0.9
C=C(C)CN(CC)CCC(=O)Nc1ccc(OC)cc1OC,10.0,-3.9,-11.1[20 µM],1.4,0.4,-1.0,0.0,-3.8,4.7
Cc1c(/C=N\NC(=O)c2ccc(F)cc2)cnn1C,-12.3,2.6,-24.1,-8.0,-3.8,-1.2,1.4,-2.9,1.3
COc1cc(N(C(=O)Cc2cccs2)C(C(=O)NC2CCCCC2)c2ccc(C)cc2)ccc1-n1cnnn1 (stereo not drawn),-39.1,-4.0,-3.2,-14.9,-0.9,0.3,13.0,13.1,-1.3
CCC(Oc1ccc2c(c1)C(=O)CC(C)(C)O2)C(=O)NCCN1CCCCCC1 (stereo not drawn),i,5.0,-32.6,-1.0,-3.6,2.2,1.2,-11.6,-0.8
O=C(NCCN1CCCCC1)c1cc(OCC(F)(F)F)ccc1OCC(F)(F)F,-8.6,1.0,-18.3[20 µM],-9.7,-7.4,8.4,0.6,5.9,-3.2
CC1Cc2ccccc2N1C(=O)c1cnc2n(c1=O)CCS2 (stereo not drawn),0.3,1.2,-11.9,-12.9,-1.6,2.9,-5.6,-10.6,2.7
COC(=O)c1ccc(Oc2nc(NC(C)C)nc(SC)n2)cc1,18.6,-0.2,-20.5[20 µM],6.0,-1.6,-2.9,-0.5,10.7,-2.7
N#Cc1ccc2ccn(CC(=O)NC3CCCCCC3)c2c1,-5.2,-1.0,-22.6,-10.4,-4.6,5.5,-4.4,-9.1,-0.5
O=C(CNc1n[nH]c(=O)[nH]c1=O)N/N=C/c1cccnc1,-0.9,2.2,-10.7,-5.5,-1.5,5.7,-3.2,-2.7,0.0
O=C(COc1ccc(Br)cc1Cl)c1ccc[nH]1,6.5,-5.5,-15.4,-11.8,-13.2,-4.1,5.8,-1.1,-0.7
CC(=O)Nc1cccc(/C(C)=N/NC(=O)c2cccs2)c1,24.7,1.2,-24.7,0.9,-12.0,5.0,-7.4,-2.8,1.9
CCCCCC/C(=N\NS(C)(=O)=O)c1ccccc1,-5.8,3.7,0.0[20 µM],-4.8,-10.1,-9.3,28.1,-14.7,0.1
COc1ccccc1N(CC(=O)Nc1c(C)n(C)n(-c2ccccc2)c1=O)S(=O)(=O)c1ccc(C)cc1,8.1,2.3,-21.6,-12.7,-0.1,0.6,-4.6,1.7,0.0
COc1ccc(CN2CCN(CCCc3ccccc3)CC2)c(OC)c1,20.6,-1.6,-9.4,2.4,-5.6,-4.5,13.0,5.5,1.1
Cc1cc(NC(=O)CSc2ccc3nnc(-c4cccnc4)n3n2)no1,-90.1,-1.4,3.5,-20.9,-5.8,-2.5,-10.7,-3.5,5.8
NS(=O)(=O)c1ccc(CCNC(=O)C2CCCN2C(=O)OCc2ccccc2)cc1 (stereo not drawn),13.2,-2.7,-20.1,-5.7,-3.5,4.6,18.3,-6.4,-1.4
Clc1ccc(CN2C3=NCCN3c3ccccc32)cc1Cl,-25.7,2.1,-18.2,-13.1,5.7,0.0,4.8,-4.0,-1.9
O=C(NNS(=O)(=O)c1ccc(Cl)cc1)c1cc(-c2ccccc2)nc2ccccc12,-22.4,0.7,-25.5,5.9,-5.9,-1.3,-5.1,-6.2,-0.8
Cc1onc(-c2ccccc2)c1C(=O)N1CCOC12CCN(c1cccc(F)n1)CC2,29.0,-2.1,-24.3,6.9,-3.0,-5.1,5.9,0.0,0.5
CC(C)=CCC/C(C)=C/C(N)=O,-11.0,1.5,-30.1,-8.7,-2.6,-1.8,-9.0,-5.1,-1.5
COc1ccc(NC(=S)NC(NC(C)=O)C(Cl)(Cl)Cl)c([N+](=O)[O-])c1 (stereo not drawn),1.9,1.5,-9.9,-17.7,-3.8,3.3,-4.6,-2.7,3.3
OC(CNC1CCCc2ccccc21)COc1ccc2ccccc2c1 (stereo not drawn),2.6,1.6,-12.6,-22.7,0.5,4.2,16.4,-12.0,0.6
CN(C)CC(C)(C)CNC(=S)Nc1ccc(S(=O)(=O)N2CCOCC2)cc1,-5.2,-0.1,-11.3,-13.4,6.2,5.1,17.6,-22.6,0.6
CC(C)C(=O)NCCc1c[nH]c2ccccc12,-19.8,-9.4,-15.3,-28.4,8.1,4.3,28.3,-4.8,-2.7
Cc1cc(C)cc(N(CC(=O)O)S(=O)(=O)c2c(C)noc2C)c1,-1.8,-0.9,-26.9[20 µM],-13.6,-10.2,0.7,-3.2,-7.6,-0.2
COc1nc(N)nc(NC23CC4CC(CC(C4)C2)C3)n1,-19.6,2.5,-10.5[20 µM],4.6,1.5,-3.8,-5.0,-3.1,0.2
O=C(Cn1c(C(=O)NCCCN2CCOCC2)cc2sccc21)c1ccccc1,4.3,0.9,-15.9[20 µM],-8.0,-1.5,5.8,4.8,-3.5,1.6
Cc1cc(C(=O)N(C)CC(=O)Nc2ccccc2C(F)(F)F)c(C)o1,3.6,0.9,-19.3,2.1,-6.6,-4.9,-0.4,-4.2,-2.0
CCOc1ccc(-c2nnc3sc(-c4ccccc4OC)nn23)cc1,x,x,-6.5[20 µM],x,0.0,11.3,-7.7,x,x
CCCCC(=O)Nc1cccc(NC(=O)c2ccc(Br)o2)c1,14.7,0.5,-25.8[20 µM],-6.2,-12.2,2.5,3.8,-9.7,0.2
CC(OC(=O)C1COc2ccccc2O1)C(=O)N(C)c1ccccc1 (stereo not drawn),12.7,3.2,-23.3,-18.0,-5.6,6.2,2.6,-1.8,-2.5
COc1ccc(OC)c(/C=N/NC(=O)CNC(=O)c2ccc(S(=O)(=O)N3CCOCC3)cc2)c1,11.9,5.9,-7.0,-19.1,-13.2,2.2,13.3,-2.1,-2.6
N#Cc1c(N)nc(SCC(=O)OCc2ccccc2)c(C#N)c1-c1ccco1,-3.3,-10.7,-23.2,-19.4,1.7,5.5,8.3,-62.1,-3.1
O=C1C2=C(CCCC2)C(=O)N1c1cccc(OCCBr)c1,-4.1,-5.5,-12.5,4.3,-9.5,-2.6,-7.2,-0.9,-4.0
Cc1ccccc1-n1c(C)nnc1SCC(=O)N(C)C1CCS(=O)(=O)C1 (stereo not drawn),-7.2,-1.2,-23.1,3.4,0.8,4.7,20.7,3.0,2.1
CC(C)C(=O)NC(C)C(c1cccs1)N1CCN(C)CC1 (stereo not drawn),17.8,-0.2,-13.6,-9.7,-3.7,-0.5,1.6,-9.4,-3.3
CCC(C(=O)O/N=C(\N)c1ccc(C)cc1)c1ccccc1 (stereo not drawn),22.4,3.1,-13.7[20 µM],-4.0,1.3,-0.8,2.2,-15.3,-3.3
COCC(C)NCC(=O)NC(C)CCc1ccccc1 (stereo not drawn),-0.6,0.0,-12.2,-0.9,6.2,5.1,-4.2,3.2,2.3
CC(=O)Nc1ccc(Nc2cc(-c3ccccc3)nc3ncnn23)cc1,14.9,-3.5,-15.7,-4.0,-7.2,1.0,-12.8,-5.8,-0.3
N#CCCn1cc(/C=N/O)c(-c2ccc(Cl)cc2)n1,-12.3,-10.5,-12.2[20 µM],-18.5,0.8,-0.9,-3.7,-0.1,-0.7
COc1ccc(F)cc1CN1CCN(c2cc(C)nc3c4c(C)cc(C)nc4nn23)CC1,i,41.7,-20.4,12.4,-8.1,-3.6,-28.3,-16.6,15.2
COc1ccc(C(C)=O)cc1COC(=O)c1ccc2ccccc2n1,20.5,3.2,-18.2,-2.0,-11.4,-5.5,0.5,-23.4,-0.5
N#CC(/C(=N/S(=O)(=O)c1cccs1)c1ccccc1)c1nc2ccccc2[nH]1 (stereo not drawn),17.2,-1.7,-8.4[20 µM],-0.3,-16.7,10.2,-52.7,-4.9,-0.6
CCOc1cc(CNC(=O)CN2C(=O)c3ccccc3S2(=O)=O)ccc1OC,-29.9,-4.6,-20.9,-10.1,-11.0,5.2,3.4,-8.4,-0.2
# (listing goes on)
SMILES,Calpain2 inh,Runt-SMMHC FRET,Furin inh,EBV gp42 block,RBBP9 inhibitor,p97 ATPase inh,Tb hexokinase,NCF1 inh,Runt-CBFb FRET
CCC(C)(C)NC(=O)CN(C(=O)CCC(=O)Nc1ccccn1)c1ccc(F)c(Cl)c1,-3.8,0.2,-10.6[20 µM],-2.2,-9.6,-5.0,-6.7,-2.8,0.1
Cc1nnc(SCC(=O)Nc2nnc(SCc3cccc(Br)c3)s2)s1,-0.5,-2.1,-11.7,-16.6,2.4,1.1,8.6,-1.2,-0.8
Cc1ccc(C(=O)Nc2ccccc2C(=O)N2CCOCC2)cc1[N+](=O)[O-],18.5,-1.4,-2.9,7.5,-6.0,1.8,18.2,-4.7,0.8
Oc1ccc(C2C=C(c3ccc(F)cc3)Nc3ncnn32)cc1 (stereo not drawn),-20.3,10.7,-21.9,17.2,-0.8,5.9,-8.7,-36.0,-88.8
CCOC(=O)c1cc2c(n(-c3ccc(Cl)cc3)c1=O)CCCC2=O,-29.8,2.8,-16.1,-8.3,4.8,5.5,-16.7,-1.8,-2.2
CC1CCN(C(=S)NCCc2ccccc2)CC1,-33.4,-3.3,-1.2[20 µM],4.3,-16.2,-5.1,1.9,-4.7,-0.1
COc1ccc(/C(N)=N/OC(=O)c2cccs2)cc1OC,-27.2,x,-18.8,-10.4,-13.4,3.9,-0.1,-9.7,x
CCOC(=O)C1=C(c2ccccc2)NC(=S)NC1c1cccc([N+](=O)[O-])c1 (stereo not drawn),-24.1,2.4,-10.5,-7.0,-2.9,5.1,-0.5,-1.1,-1.8
